Pol eta inh: inhibitors of human DNA polymerase eta. Q9Y253. recombinant Pol eta, fluorescent DNA replication assay. Potency, µM (top dose mostly 114 µM), for inactives: at the top dose activity change, negative = inhibition, usual class: inhibitors. actives 1.2% (n = 390,000). AID 588591; further: on the % scale 0 is the no-effect control and ±100 the full control effect
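Fluorescent replication assay: 50 nM final substrate added after a 15 min room-temperature compound preincubation with 10 nM enzyme. Signal taken at 0 min and again at 10 min.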
BAZ2B inh: BAZ2B (human) inhibition. Q9UIF8. AlphaScreen BAZ2B-H3K14Ac peptide displacement. Potency, µM (top dose mostly 114 µM), inactives show at the highest dose activity change, negative = inhibition, actives largely listed as inhibitors. actives 4.4% (n = 360,000); further: on the % scale 0 is the no-effect control and ±100 the full control effect; nearly all actives have a fitted effect of over 60% in size
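In this displacement format the biotinylated H3(5-23) peptide acetylated at Lys14 serves as ligand at 50 nM, with BAZ2B at 50 nM in PBS pH 7.4 containing 0.01% Tween-20. Donor and acceptor beads are 10 ug/mL final.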
BLM inh: Bloom syndrome helicase (human) inhibition; P54132; recombinant BLM DNA unwinding, fluorescence dequenching; Potency, µM (doses to about 56.1 µM), for the others: at the highest dose activity change, negative = inhibition, most hits filed as inhibitors; actives 0.2% (n = 350,000);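 further: plate controls were vehicle for no effect and no enzyme for full effect; nearly all actives have a fitted effect of over 35% in size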
JMJD2A Tudor: blocks the human JMJD2A Tudor domain; O75164; AlphaScreen JMJD2A-Tudor / H3K4me3 peptide binding; Potency, µM (doses to about 114 µM), for the others: at the top dose activity change, negative = inhibition, usual class: inhibitors; actives 4.4% (n = 390,000); AID 504339; further: on the % scale 0 is the no-effect control and ±100 the full control effect; nearly all actives have a fitted effect of over 50% in size
G9a block: G9a (human) methyltransferase inhibition. Q96KQ7. G9a H3K9 monomethylation, AlphaScreen, 2 h. Potency, µM (top dose mostly 102 µM), inactives show at the top dose activity, negative = inhibition, usual class: inhibitors. actives 8.8% (n = 350,000). AID 504332; further: on the % scale 0 is the no-effect control and ±100 the full control effect; nearly all actives have a fitted effect of over 75% in size
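G9a (20 nM) was preincubated 15 min with compound, then reacted 2 h at room temperature with 500 nM biotin-H3K9 peptide and 20 µM SAM. Monomethyl-H3K9 detected by AlphaScreen using anti-H3K9me1 antibody.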
APEX1 inh: inhibitors of human APE1 endonuclease | Potency, µM (series often up to 65.8 µM), for inactives: top-dose activity change, negative = inhibition, hits mostly inhibitors | actives 0.35% (n = 350,000) | P27695 | recombinant APE1, TAMRA/BHQ-2 abasic DNA cleavage fluorescence;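 further: plate controls were vehicle for no effect and reference inhibitor for full effect; nearly all actives have a fitted effect of over 55% in size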
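Kinetic fluorescence read (525 ex/598 em nm, three reads 60 s apart) of AP-site incision; signal = third minus first read. Enzyme 0.75 nM, dual-labelled THF duplex 50 nM, compound preincubation 15 min RT.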
POLI inh: blocks human DNA polymerase iota activity. Q9UNA4. Pol iota fluorescent replication assay, 10 min. Potency, µM (highest dose often 115 µM), for the others: at the top dose activity, negative = inhibition, actives largely listed as inhibitors. actives 1% (n = 390,000). AID 588590
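Fluorescent replication assay read twice, at 0 min and 10 min after adding 50 nM (final) substrate. Enzyme (10 nM) and compounds were first incubated 15 min at room temperature; enzyme-free buffer wells were negative controls.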
POLK inh: blocks human DNA polymerase kappa activity | Potency, µM (top dose mostly 107 µM), for inactives: top-dose activity, negative = inhibition, most hits filed as inhibitors | actives 0.53% (n = 400,000) | purified Pol kappa, fluorescent DNA synthesis assay, 10 min; further: on the % scale 0 is the no-effect control and ±100 the full control effect
Target sequence (Q9UBT6 whole entry, looked up): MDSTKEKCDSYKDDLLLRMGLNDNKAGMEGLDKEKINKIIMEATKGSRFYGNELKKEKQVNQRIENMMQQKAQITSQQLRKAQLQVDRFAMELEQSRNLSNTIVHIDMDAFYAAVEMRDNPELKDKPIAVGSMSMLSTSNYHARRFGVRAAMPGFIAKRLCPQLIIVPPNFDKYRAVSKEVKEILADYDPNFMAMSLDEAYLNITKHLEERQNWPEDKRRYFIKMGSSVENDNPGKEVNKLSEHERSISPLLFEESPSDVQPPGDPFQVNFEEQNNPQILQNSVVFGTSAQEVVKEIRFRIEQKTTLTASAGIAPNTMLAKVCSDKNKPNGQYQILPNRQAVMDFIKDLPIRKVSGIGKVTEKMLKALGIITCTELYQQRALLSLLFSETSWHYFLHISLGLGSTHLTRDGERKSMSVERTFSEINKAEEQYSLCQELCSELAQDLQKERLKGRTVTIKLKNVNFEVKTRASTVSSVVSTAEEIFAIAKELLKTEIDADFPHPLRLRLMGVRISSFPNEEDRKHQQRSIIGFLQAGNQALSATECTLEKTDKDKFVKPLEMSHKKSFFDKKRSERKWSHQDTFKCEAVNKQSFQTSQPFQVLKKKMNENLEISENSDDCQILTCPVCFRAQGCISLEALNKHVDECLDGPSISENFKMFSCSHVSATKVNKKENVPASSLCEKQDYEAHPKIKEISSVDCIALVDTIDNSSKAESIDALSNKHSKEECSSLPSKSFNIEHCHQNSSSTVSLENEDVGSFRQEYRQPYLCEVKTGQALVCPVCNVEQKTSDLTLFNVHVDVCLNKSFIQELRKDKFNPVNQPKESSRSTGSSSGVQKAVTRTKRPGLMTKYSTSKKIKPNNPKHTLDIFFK
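Enzyme at 10 nM met test compounds for 15 min at room temperature. Substrate addition (50 nM final) began the reaction, which was monitored by fluorescence at 0 and 10 min.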
Pol beta inh: inhibitors of human DNA polymerase beta; actives 1.3% (n = 340,000); P06746; Potency, µM (series often up to 114 µM), inactives show at the highest dose activity change, negative = inhibition, usual class: inhibitors; Pol beta primer extension/strand displacement, fluorescence kinetic; further: on the % scale 0 is the no-effect control and ±100 the full control effect
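Human Pol beta at 10 nM; strand-displacement substrate 50 nM final. Compound exposure 15 min at room temperature before start, reaction 10 min at room temperature.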
* hit, by the source's call; [ ] = dose if it differs, or a comment. The call rests on the fitted dose curve; in most records, active means well fitted curve in the direction sought with a large enough effect; inconclusive means small, poorly fitted or top-dose-only effect, or another doubt; inactive means no such curve, though single readings can be large; an effect the other way counts as inactive or inconclusive. Potency means the concentration at half of the fitted maximal effect.

For Cc1cc(=O)n(C)c(=O)n1CCCCCCOc1ccc([N+](=O)[O-])cc1 the results were BAZ2B inh 7%, BLM inh -1%, G9a block -10%[59 µM], APEX1 inh -1% and Pol beta inh 0%.
`COc1cc2c(c(OC)c1OC)-c1c(cc3c(c1OC)OCO3)C[C@H](C)[C@@](C)(O)C2` gave Pol eta inh -10%, BAZ2B inh -2%, BLM inh -2%, JMJD2A Tudor -10%, G9a block 25%[59 µM], APEX1 inh -6%, POLI inh -10%, POLK inh 13% and Pol beta inh 7%.
CCOc1ccccc1-c1nc(CN2CCCC2c2nccs2)c(C)o1 (stereo not given) was read as Pol eta inh -16%, BAZ2B inh -8%, BLM inh -3%, JMJD2A Tudor -29%, G9a block inconclusive, APEX1 inh -2%, POLI inh 62%[activator], POLK inh 4% and Pol beta inh 2%.
Screening Cc1ccc(OCCNC(=O)Cc2ccc(F)cc2)cc1 returned Pol eta inh -23%, BAZ2B inh -6%, BLM inh -3%, JMJD2A Tudor 4%, G9a block 11%, APEX1 inh 0%, POLI inh 15%, POLK inh -1% and Pol beta inh 23%.
Screening O=C(NCCO)c1nc(C(=O)c2ccc(Cl)cc2)c2ccccc2n1 returned Pol eta inh -8%, BAZ2B inh -10%, JMJD2A Tudor -4%, G9a block -2%[0.501 µM], APEX1 inh 44%, POLI inh 13% and POLK inh 17%.
Screening CC(=O)N1c2ccc(S(=O)(=O)N3CCCC(C(=O)NCc4ccc(Cl)cc4)C3)cc2CC1C (stereo not given) returned Pol eta inh -17%, BAZ2B inh -23%, BLM inh -4%, JMJD2A Tudor 2%, G9a block 10%[59 µM], APEX1 inh 63%, POLI inh -5%, POLK inh 7% and Pol beta inh 6%.
For CC1=Nn2c(nnc2-c2ccccn2)SC1 the results were Pol eta inh -13%, BAZ2B inh 50µM*, BLM inh -8%, JMJD2A Tudor 22µM*, G9a block -21%[12.7 µM], APEX1 inh -1%, POLI inh 0%, POLK inh 4% and Pol beta inh -8%.
For O=C(CCc1ccc(S(=O)(=O)N2CCOCC2)cc1)OCC(=O)c1ccccc1 the results were Pol eta inh -16%, JMJD2A Tudor -9%, APEX1 inh -3%, POLI inh -2% and POLK inh 5%.
CC1CN(c2ccc([N+](=O)[O-])cc2Cl)CCN1S(C)(=O)=O (stereo not given) was read as Pol eta inh 36%[activator], BAZ2B inh inconclusive, BLM inh 0%, JMJD2A Tudor -7%[11.4 µM], APEX1 inh 2%, POLI inh inconclusive, POLK inh -1% and Pol beta inh 33%.
C=CCn1c(=O)c2c(nc3n2CCS3)n(C)c1=O was read as Pol eta inh -10%, BAZ2B inh -8%, BLM inh -8%, JMJD2A Tudor -6%, G9a block 4%[59 µM], APEX1 inh 0%, POLI inh 6%, POLK inh -11% and Pol beta inh 7%.
`COc1ccc(NS(=O)(=O)c2ccc(C(=O)N(C)Cc3cccs3)cc2)cc1` gave Pol eta inh -15%, BAZ2B inh -11%, JMJD2A Tudor -5%, G9a block inconclusive, APEX1 inh 33%, POLI inh -6% and POLK inh -2%.
Screening CSc1nnc(C)c(=O)n1COC(=O)c1ccccc1 returned Pol eta inh -20%, BAZ2B inh -7%, BLM inh -7%, JMJD2A Tudor -3%, G9a block -24%, APEX1 inh 6%, POLI inh 73%[activator], POLK inh -9% and Pol beta inh 2%.

Reprinted at random: 4 compounds from above.
Screening CC(=O)N1c2ccc(S(=O)(=O)N3CCCC(C(=O)NCc4ccc(Cl)cc4)C3)cc2CC1C (stereo not given) returned Pol eta inh -17%, BAZ2B inh -23%, BLM inh -4%, JMJD2A Tudor 2%, G9a block 10%[59 µM], APEX1 inh 63%, POLI inh -5%, POLK inh 7% and Pol beta inh 6%.
`COc1ccc(NS(=O)(=O)c2ccc(C(=O)N(C)Cc3cccs3)cc2)cc1` gave Pol eta inh -15%, BAZ2B inh -11%, JMJD2A Tudor -5%, G9a block inconclusive, APEX1 inh 33%, POLI inh -6% and POLK inh -2%.
For O=C(CCc1ccc(S(=O)(=O)N2CCOCC2)cc1)OCC(=O)c1ccccc1 the results were Pol eta inh -16%, JMJD2A Tudor -9%, APEX1 inh -3%, POLI inh -2% and POLK inh 5%.
For CC1=Nn2c(nnc2-c2ccccn2)SC1 the results were Pol eta inh -13%, BAZ2B inh 50µM*, BLM inh -8%, JMJD2A Tudor 22µM*, G9a block -21%[12.7 µM], APEX1 inh -1%, POLI inh 0%, POLK inh 4% and Pol beta inh -8%.

Continuation.
CC(=O)NC(CC(=O)NNC(=O)c1cccs1)c1ccccc1 (stereo not given) was read as Pol eta inh -7%, BAZ2B inh 9%, JMJD2A Tudor 1%, G9a block -9%[12.7 µM], APEX1 inh 24%, POLI inh 2% and POLK inh 1%.
Screening CCN(CC(=O)Nc1ccccc1C(F)(F)F)C(=O)CCS(=O)(=O)c1ccc(Cl)cc1 returned Pol eta inh -7%, BAZ2B inh 7%, JMJD2A Tudor -3%, G9a block -33%, APEX1 inh 1%, POLI inh -2% and POLK inh -11%.
CCOc1ccccc1NC(=O)NCCc1c[nH]c2ccccc12 was read as Pol eta inh -26%, BAZ2B inh inconclusive, BLM inh -9%, JMJD2A Tudor inconclusive, G9a block 13%[0.501 µM], APEX1 inh -21%, POLI inh 11%, POLK inh 0% and Pol beta inh -4%.
Screening COc1ccc(S(=O)(=O)N(CC(=O)NCC2CCCO2)c2ccc(F)cc2)cc1OC (stereo not given) returned Pol eta inh 13%, BAZ2B inh -5%, BLM inh 0%, JMJD2A Tudor -5%[57.1 µM], G9a block 9%, APEX1 inh 4%, POLI inh 10%, POLK inh -8% and Pol beta inh 36%.
`COc1c(Br)cc(Br)cc1/C=N/n1c(C)nnc1C` gave Pol eta inh -8%, BAZ2B inh -4%, BLM inh 0%, JMJD2A Tudor 40µM*, G9a block -34%[12.7 µM], APEX1 inh -1%, POLI inh 19%, POLK inh -13% and Pol beta inh 4%.
For O=C(Nc1cccc2cccnc12)c1cccc(Cl)c1 the results were Pol eta inh -1%, BAZ2B inh 146%[activator], BLM inh -3%, JMJD2A Tudor 197%[activator], G9a block 279%[activator], APEX1 inh 24%, POLI inh 20%, POLK inh 2% and Pol beta inh 15%.
Screening C=CCN(C(=O)CCC(=O)Nc1cc(C)on1)C(C(=O)NC1CCCC1)c1cccnc1 (stereo not given) returned Pol eta inh -4%, BAZ2B inh 11%, BLM inh 1%, JMJD2A Tudor -11%, G9a block 15%[59 µM], APEX1 inh 3%, POLI inh 1%, POLK inh -20% and Pol beta inh 0%.
For COc1ccc2nc(N3CCCC(C(=O)NCCc4ccc(OC)c(OC)c4)C3)sc2c1 (stereo not given) the results were Pol eta inh -20%, BAZ2B inh -25%, BLM inh -2%, JMJD2A Tudor -25%, G9a block inconclusive, APEX1 inh 18%, POLI inh 109%[activator], POLK inh -3% and Pol beta inh 43%.
For CCOC(=O)Cc1csc(NC(=O)/C=C/c2ccc(Br)o2)n1 the results were Pol eta inh 1%, BAZ2B inh -33%, BLM inh -3%, JMJD2A Tudor -11%, G9a block 50µM*, APEX1 inh 4%, POLI inh inconclusive, POLK inh -3% and Pol beta inh -5%.
Screening CC(=O)NCC1=C(NC(C)=O)C2CC1C(C)(C)C2C (stereo not given) returned BAZ2B inh 0%, BLM inh 0%, G9a block -12%[12.7 µM], APEX1 inh -3% and Pol beta inh -7%.
For CC(=O)Nc1ccc(NS(=O)(=O)c2c(C(=O)N3CCCCCC3)c(C)n(C)c2C)cc1 the results were Pol eta inh -15%, BAZ2B inh -10%, BLM inh 0%, JMJD2A Tudor -23%, G9a block 13%[59 µM], POLI inh 25%, POLK inh 0% and Pol beta inh -1%.
For Cc1cc(S(=O)(=O)Nc2cc(C)c(O)c(C)c2)c(C)s1 the results were Pol eta inh -12%, BAZ2B inh -3%, BLM inh -4%, JMJD2A Tudor -16%, G9a block -38%[59 µM], APEX1 inh -3%, POLI inh -12%, POLK inh 0% and Pol beta inh 2%.
`CCOc1cc(C(=O)NCCCNC(=O)c2cc(OCC)c(OCC)c(OCC)c2)cc(OCC)c1OCC` gave Pol eta inh -13%, JMJD2A Tudor -6%, POLI inh 41%[activator] and POLK inh 7%.
`CC[C@H](C)NC(=O)CCCc1nnc2n(CCC(C)C)c(=O)c3sccc3n12` gave Pol eta inh -11%, BAZ2B inh inconclusive, BLM inh -4%, JMJD2A Tudor -14%, G9a block -23%[59 µM], POLI inh 11%, POLK inh 0% and Pol beta inh 26%.
`O=C(Cc1ccccc1)N/N=C/c1cccn1-c1ccc([N+](=O)[O-])cc1` gave Pol eta inh -1%, BAZ2B inh 25µM*, BLM inh 0%, JMJD2A Tudor -33%, G9a block 7.1µM*, APEX1 inh 9%, POLI inh 16%, POLK inh -16% and Pol beta inh 2%.
Screening COc1ccc(OC)c(S(=O)(=O)N2CCC(C(=O)NCCC3=CCCCC3)CC2)c1 returned Pol eta inh 5%, BAZ2B inh -4%, BLM inh 0%, JMJD2A Tudor 1%[57.1 µM], G9a block 5%[59 µM], APEX1 inh 5%, POLI inh 7%, POLK inh -18% and Pol beta inh 13%.
Screening COc1ccc(C2CC(c3cc(OC)ccc3OC)n3nnnc3N2)cc1 (stereo not given) returned Pol eta inh -20%, BAZ2B inh inconclusive, BLM inh -1%, JMJD2A Tudor -14%, G9a block 34%[59 µM], APEX1 inh -7%, POLI inh 20%, POLK inh -10% and Pol beta inh 25%.
Screening CCn1ccc2cc(S(=O)(=O)N3CCC(C(=O)NCCOC)CC3)ccc21 returned Pol eta inh -21%, BAZ2B inh -2%, BLM inh 2%, JMJD2A Tudor 0%, G9a block 0%[59 µM], POLI inh 27%, POLK inh -9%[60.1 µM] and Pol beta inh 2%.
Screening COC(=O)C1CCN(C(=O)c2ccc(NC(C)=O)cc2)CC1 returned Pol eta inh -12%, BAZ2B inh 3%, BLM inh -1%, JMJD2A Tudor -10%, G9a block -4%, APEX1 inh 6%, POLI inh 11%, POLK inh 0% and Pol beta inh 12%.
Screening Cc1cccc(-c2noc(CCCC(=O)NCC3CCCO3)n2)c1 (stereo not given) returned Pol eta inh -4%, BAZ2B inh 7%, BLM inh 0%, JMJD2A Tudor -13%, G9a block -10%[59 µM], APEX1 inh -2%[12.4 µM], POLI inh 67%[activator], POLK inh 7% and Pol beta inh 55%.

Not all compounds are listed; the hit share may differ from the screen's.
